SR-BI HDL uptake = inhibitors of mouse SR-BI mediated HDL lipid uptake; inhibition, % at 12.5 µM; ldlA[mSR-BI] CHO cells, DiI-HDL uptake fluorescence, 3 h; Q61009; hit rate 0.96% among 320,000;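 active = mean replicate inhibition of at least 70% and a set share of replicates each scoring 70 or more; inconclusive = meets just one of the two criteria; inactive = fails both criteria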;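 also: 0% = median of neutral control wells and 100% = median of positive control wells; values of inactives mirror those of a sister screen read the other way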
Target sequence (Q61009 whole entry, looked up): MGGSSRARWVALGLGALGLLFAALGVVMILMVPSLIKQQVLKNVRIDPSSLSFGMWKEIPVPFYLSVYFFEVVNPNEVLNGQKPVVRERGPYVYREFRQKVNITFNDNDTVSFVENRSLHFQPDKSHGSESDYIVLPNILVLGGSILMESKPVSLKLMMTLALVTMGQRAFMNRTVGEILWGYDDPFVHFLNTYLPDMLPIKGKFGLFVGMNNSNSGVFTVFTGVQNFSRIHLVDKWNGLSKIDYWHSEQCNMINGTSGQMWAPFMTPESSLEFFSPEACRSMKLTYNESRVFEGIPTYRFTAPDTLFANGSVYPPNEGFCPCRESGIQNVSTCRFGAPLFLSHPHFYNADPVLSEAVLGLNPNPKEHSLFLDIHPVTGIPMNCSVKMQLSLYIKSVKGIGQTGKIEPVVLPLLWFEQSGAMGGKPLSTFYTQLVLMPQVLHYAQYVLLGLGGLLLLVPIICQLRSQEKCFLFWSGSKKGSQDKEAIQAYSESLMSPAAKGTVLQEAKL
CAL PDZ FP-1 = inhibitors of human CAL PDZ peptide binding | Q9HD26 | purified CAL PDZ, TMR-peptide fluorescence polarization, 1 h | inhibition, % at 20 µM | hit rate 0.02% among 330,000 | AID 504414;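 active = highest replicate inhibition of at least 40%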;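 also: plate controls were DMSO neutral control wells for no effect and unlabeled competitor peptide control wells for full effect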
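Read-out basis: mP drop reported as inhibition | Assay system: Tagged CAL PDZ protein CerCALP, purified | Benchmarks: Unlabelled peptide for full inhibition, DMSO wells as neutral | Schedule: 1 h incubation at room temperature before polarization reading | Buffer or medium: Sodium phosphate/NaCl buffer pH 7.4 with TCEP, IgG, Thesit | Doses: Single point, 20 µM | Measured by: Fluorescence polarization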
Rtt109 HAT inh = inhibitors of Candida albicans Rtt109/Vps75 histone acetyltransferase; Q5AAJ8; inhibition, % at 34.9 µM; purified Rtt109/Vps75, ThioGlo CoA-SH fluorescence, 4 h; hit rate 0.16% among 330,000; AID 540336;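 active = inhibition of at least 50% in every replicate; inconclusive = best replicate reaches 50% inhibition but some replicates fall short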
NSD2 inh = inhibitors of human histone methyltransferase NSD2 | O96028 | NSD2 peptide methylation, AlphaScreen, 120 min | hit rate 0.54% among 310,000 | inhibition, % at 12.5 µM; in the data active = inhibition above about 50%
dFosB act = activators of mouse delta FosB homodimer; P13346; purified delta FosB, TAMRA-CDK5 oligo fluorescence polarization; percent of positive-control signal above neutral wells; activation, % at 25 µM; hit rate 0.99% among 340,000; AID 493131;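 active = mean activation above about 17%, with every replicate also reaching it, limit read from the data, passing the limit was not always enough; inconclusive = only one of the two conditions met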;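 also: fluorescence polarization rise as delta FosB binds a TAMRA Cdk5 AP-1 oligo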
Target sequence (P13346 whole entry, looked up): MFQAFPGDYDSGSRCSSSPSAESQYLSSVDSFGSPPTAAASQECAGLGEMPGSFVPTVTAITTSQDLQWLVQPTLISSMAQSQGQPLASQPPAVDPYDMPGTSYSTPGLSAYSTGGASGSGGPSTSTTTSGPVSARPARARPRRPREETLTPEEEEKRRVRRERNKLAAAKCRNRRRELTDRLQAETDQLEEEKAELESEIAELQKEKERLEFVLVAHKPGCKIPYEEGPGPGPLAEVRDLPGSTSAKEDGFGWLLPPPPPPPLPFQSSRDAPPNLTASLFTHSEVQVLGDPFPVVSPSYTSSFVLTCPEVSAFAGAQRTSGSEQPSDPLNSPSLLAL
MITF act = MITF TRPM1 promoter activation in melanoma cells | SK-MEL-5 TRPM1-promoter luciferase, 24 h; % of positive control, neutral wells = 0 | activation, % at 12.5 µM | hit rate 0.75% among 300,000;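 active = mean activation of at least 80% with every replicate also reaching 80%; inconclusive = mean reaches 80% but some replicate falls short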;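 also: 0% = neutral control wells and 100% = parthenolide positive control wells; values of inactives mirror those of a sister screen read the other way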
PvdQ acylase = P. aeruginosa PvdQ acylase inhibition. inhibition, % at 10 µM. hit rate 0.063% among 340,000. purified PvdQ acylase, fluorescence plate reader. AID 488965; in the data active = inhibition above about 30%, passing the limit was not always enough; inconclusive = no clear call, values can overlap the other calls;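 also: 0% = vehicle neutral wells and 100% = reference inhibitor wells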
SR-BI DiI-HDL act = activators of SR-BI mediated HDL lipid uptake | CHO ldlA[mSR-BI] cells, DiI-HDL uptake fluorescence, 3 h; 100 = double the neutral-control signal | activation, % at 12.5 µM | hit rate 0.096% among 320,000 | AID 504775;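 active = mean replicate activation of at least 60% and every replicate at or above 60%; inconclusive = mean or all-replicate condition met, but not both; inactive = mean below 60% and not all replicates reaching 60%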;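 also: 0% = median plate neutral-control signal and 100% = twice that signal; values of inactives mirror those of a sister screen read the other way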
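Material: SR-BI-overexpressing, LDLR-lacking CHO cells; schedule: compound exposure 3 h, 37 °C; reagent: DiI-labelled HDL at 10 µg/mL final; technique: bottom-read fluorescence, 550/595 nm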
CAL PDZ FP-2 = blocks peptide binding to the human CAL PDZ domain. Q9HD26. purified CAL PDZ, TMR-peptide fluorescence polarization, 1 h. inhibition, % at 24.9 µM. hit rate 0.92% among 300,000. AID 602252;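 active = mean inhibition of at least 30% with at least half of replicates also reaching 30%; inconclusive = no clear call, values can overlap the other calls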;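 also: 0% = DMSO neutral control and 100% = excess unlabeled competitor peptide PRC23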
PfHsp90 yeast 2 = inhibits growth of yeast expressing Plasmodium falciparum Hsp90 | S. cerevisiae expressing PfHsp90, BacTiter-Glo ATP, 48 h; yeast lacking PDR1 and PDR3 efflux regulators | inhibition, % at 9.4 µM | hit rate 0.32% among 310,000;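 active = every replicate shows inhibition above about 80%, whatever the replicate mean, limit read from the data; inconclusive = mean inhibition reaches the set limit but some replicate falls short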;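 also: 0% = DMSO neutral controls and 100% = 20 µM radicicol positive controls; yeast relying on Plasmodium falciparum Hsp90 in place of its own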
An asterisk follows results filed as active; ? = inconclusive; · = no result given. The order is random; overall some 4.3% were active at least once.

SR-BI HDL uptake	CAL PDZ FP-1	Rtt109 HAT inh	NSD2 inh	dFosB act	MITF act	PvdQ acylase	SR-BI DiI-HDL act	CAL PDZ FP-2	PfHsp90 yeast 2	SMILES
55	-1.3	7	-2	-2	1	-5	-55	-2	-2	COc1ccc(NS(=O)(=O)c2ccc(N3CCOCC3)c(NC(=O)c3ccc(OC)cc3)c2)cc1
-23	-0.8	2	2	-9	-1	-1	23	-4	-26	Cc1ccc(NC(=S)NNC(=O)CSc2nnc(-c3ccc(Cl)cc3)n2C2CCCCC2)cc1
21	-1.1	9	2	-7	-9	-17	-21	-3	0	COc1ccccc1-n1cnnc1SC(C)C(=O)Nc1cccc([N+](=O)[O-])c1 (configuration not stated)
29	-0.2	2	-3	9	-6	-16	-29	2	7	Cc1cc([N+](=O)[O-])nn1CC(=O)N1c2ccccc2CC1C (configuration not stated)
1	-2.7	-12	2	-4	0	-13	-1	-3	21	CCOC(=O)N1CCC(NC(=O)c2cc(COc3ccc(F)cc3Cl)on2)CC1
-7	-0.8	-1	0	1	-2	5	7	-1	-1	CCOc1ccccc1OCCCC(=O)NNC(=O)c1ccc(F)cc1
·	-2.8	-1	-4	-10	1	-16	·	-4	-2	Cc1cc(C)n2nc(C(=O)N3CCN(Cc4ccc5c(c4)OCO5)CC3)nc2n1
114*	0.2	-1	43	1	-12	-14	-114	-8	0	O=C(/C=C1\NC2(CCCC2)Cc2ccccc21)C(=O)N/N=C/c1ccccc1O
1	-1.1	10	4	-1	-1	-9	-1	-3	-3	Cc1ccccc1C1=Nn2c(nnc2-c2ccco2)SC1
32	-1.4	3	-4	7	·	-20	-32	6	11	CCn1c(O)c(/C=C2\C=NN=C2c2ccccc2)sc1=S
36	0.2	-3	·	-9	4	-11	-36	-2	-4	C=CC[C@@H](Cc1ccc(F)cc1)C(=O)OC[C@H]1CCCN1C(=O)[C@@H](CC=C)CC(=O)N(CCO)Cc1ccccc1
-18	-1.3	2	-1	3	-1	-15	18	-8	-134	Cc1cc(NS(=O)(=O)c2ccc(C3CCCCC3)cc2)no1
50	0.3	1	1	-3	11	-9	-50	-4	-1	CCOc1ccc(-c2cc(C(=O)Nc3ccc4c(c3)OCCO4)c3ccccc3n2)cc1
-5	-0.5	0	-4	2	-2	-26	5	1	-4	CCOC(=O)N1CCN(C(=O)CCNS(=O)(=O)c2ccc(C)c(C)c2)CC1
5	1.1	-1	·	-4	-2	-7	-5	-5	14	CC(C)(C)OC(=O)N1CCC(CC2CC(c3ccccc3)=NO2)(C(=O)NCc2ccccc2)CC1 (configuration not stated)

Sorted by the number under PvdQ acylase (largest number first): 4 of the compounds above.
smiles	SR-BI HDL uptake	CAL PDZ FP-1	Rtt109 HAT inh	NSD2 inh	dFosB act	MITF act	PvdQ acylase	SR-BI DiI-HDL act	CAL PDZ FP-2	PfHsp90 yeast 2
COc1ccc(NS(=O)(=O)c2ccc(N3CCOCC3)c(NC(=O)c3ccc(OC)cc3)c2)cc1	55	-1.3	7	-2	-2	1	-5	-55	-2	-2
Cc1ccccc1C1=Nn2c(nnc2-c2ccco2)SC1	1	-1.1	10	4	-1	-1	-9	-1	-3	-3
Cc1cc([N+](=O)[O-])nn1CC(=O)N1c2ccccc2CC1C (configuration not stated)	29	-0.2	2	-3	9	-6	-16	-29	2	7
CCn1c(O)c(/C=C2\C=NN=C2c2ccccc2)sc1=S	32	-1.4	3	-4	7	·	-20	-32	6	11

The list goes on:
SR-BI HDL uptake	CAL PDZ FP-1	Rtt109 HAT inh	NSD2 inh	dFosB act	MITF act	PvdQ acylase	SR-BI DiI-HDL act	CAL PDZ FP-2	PfHsp90 yeast 2	SMILES
-33	-2.6	6	-1	2	51	4	33	0	12	Nc1nc(N)nc(-c2ccc(Cl)cc2)n1
·	0.2	9	3	-9	99*	8	·	·	8	COc1cc(/C=N/NC(=O)c2ccncc2)ccc1OCC(=O)Nc1ccccc1
1	-0.2	8	1	2	3	1	-1	-8	12	COc1ccc(CCNC(=O)CNS(=O)(=O)c2cccs2)cc1OC
27	-0.8	7	-1	-5	-25	4	-27	-6	4	COc1ccc(S(=O)(=O)N2CCOc3ccccc32)cc1
-7	-0.3	-3	3	1	·	-12	7	5	24	CCOc1cccc(CN2CCC(CCC(=O)NC3CC3)CC2)c1O
11	0.3	-1	2	-5	-4	-13	-11	-8	14	Cc1ccc(C(=O)OCC(=O)c2ccc(CC(=O)N3CCOCC3)s2)cc1C
-21	0.6	0	·	2	1	19	21	-3	14	CC[C@]12c3[nH]c4ccc(OC)cc4c3CCN1C(=O)C(CC(=O)NCCCn1ccnc1)C[C@@H]2C(=O)N1CCN(C(=O)C2CC2)CC1 (some centres not stated)
-6	-2.5	9	6	-4	3	-6	6	-11	2	CCC1Sc2ccc(S(=O)(=O)CCC(=O)Nc3cccc(Br)c3)cc2NC1=O (configuration not stated)
8	-2.1	7	9	-27	28	-9	-8	-1	0	CC1(C)CC(NC(=O)COc2cc3oc(=O)c4c(c3cc2Cl)CCC4)CC(C)(C)N1
-22	-0.4	6	·	-5	7	4	22	15	16	O=[N+]([O-])c1ccc(O)c(C=Nc2ccc3c(c2)OCO3)c1
-1	1.6	-1	-2	8	7	1	1	-8	-3	O=C(/C=C/c1ccco1)NCCCN1CCOCC1
7	-1.0	4	2	1	-4	-6	-7	-1	-4	O=C(Nc1nc(-c2ccccc2)c(C(=O)c2ccccc2)s1)c1ccc(S(=O)(=O)N2CCCCC2)cc1
-12	0.1	1	0	1	3	5	12	-2	-24	O=C(OCn1nnc2ccccc2c1=O)C1COc2ccccc2O1 (configuration not stated)
-1	-3.7	-7	1	-12	·	-8	1	-2	·	N#CC1=C2SCN(Cc3ccco3)CN2C(=O)CC1c1cccc2ccccc12 (configuration not stated)
-12	-1.5	1	-3	2	6	-18	12	-6	1	FC(F)(F)c1nc(SCc2ccc(Cl)cc2Cl)n[nH]1
7	-2.6	-4	-7	-3	17	-11	-7	-2	21	COc1ccc(Cc2nc(C(=O)Nc3ccccc3)cs2)cc1
-8	-1.5	-4	1	1	-12	-9	8	-8	·	COc1cc(OC)cc(C(=O)NCc2n[nH]c(=S)n2-c2ccccc2)c1
14	-0.8	12	2	0	-9	-7	-14	·	3	O=C(CN(Cc1ccccc1)C(=O)c1ccc2c(c1)OCCO2)NCc1ccc2c(c1)OCO2
23	-0.2	0	-2	8	-3	-14	-23	-6	5	O=C(NCc1cc(Br)cc(Br)c1OC(=O)c1ccccc1[N+](=O)[O-])c1ccccc1
-11	-1.6	11	4	4	-6	-12	11	7	-24	C=C(C)CN(CC)C(=O)CSc1nc(O)cc(=O)n1C1CCCC1
·	0.4	1	9	6	8	-1	·	-3	-10	CCCCN(CC)C(=S)Nc1ccc2nc(N3CCN(C)CC3)cc(C)c2c1
-14	-1.1	1	-1	-4	-11	-8	14	-5	-7	Cc1cc2oc(=O)cc(CN3CCOCC3)c2cc1O
-2	·	-4	-2	3	23	12	2	-3	-24	COc1ccc(CNC(=O)C2CC(C)=CCC2C(=O)O)cc1 (configuration not stated)
4	-1.5	-1	1	0	1	-18	-4	·	·	CC(=O)Nc1ccc(S(=O)(=O)N2CCN(c3ccccn3)CC2)cc1
-9	-0.3	-4	12	-7	-15	3	9	-1	-5	CCOc1cc(C(c2c(C)[nH][nH]c2=O)c2c(C)[nH][nH]c2=O)cc(Cl)c1O
14	-2.2	3	-1	-5	-4	-10	-14	-1	26	Cc1cc(C)c(C#N)c(SCC(=O)c2ccc(Cl)cc2Cl)n1
0	0.6	3	1	-1	4	1	0	1	-5	O=C1Cc2cc([N+](=O)[O-])ccc2N1c1c(Cl)cccc1Cl
2	1.5	-4	-1	3	4	-4	-2	0	-12	COc1cc(/C=N/NC(=O)NC2CCCCC2)ccc1O
20	-2.5	6	0	-4	-6	-5	-20	3	-12	CC(C)C(=O)N(c1cc2sc(=O)oc2c2ccccc12)S(=O)(=O)c1cccs1
12	0.7	?	·	6	-23	-4	-12	0	9	COc1cc(NC(C)CCCN)c2ncccc2c1 (configuration not stated)

Two entries drawn at random from those above, as already listed:
SR-BI HDL uptake	CAL PDZ FP-1	Rtt109 HAT inh	NSD2 inh	dFosB act	MITF act	PvdQ acylase	SR-BI DiI-HDL act	CAL PDZ FP-2	PfHsp90 yeast 2	SMILES
2	1.5	-4	-1	3	4	-4	-2	0	-12	COc1cc(/C=N/NC(=O)NC2CCCCC2)ccc1O
-7	-0.3	-3	3	1	·	-12	7	5	24	CCOc1cccc(CN2CCC(CCC(=O)NC3CC3)CC2)c1O

Additional structures follow.
SR-BI HDL uptake	CAL PDZ FP-1	Rtt109 HAT inh	NSD2 inh	dFosB act	MITF act	PvdQ acylase	SR-BI DiI-HDL act	CAL PDZ FP-2	PfHsp90 yeast 2	SMILES
5	-2.8	-16	3	-7	12	-14	-5	-5	13	COc1ccc(C(CNC(=O)COc2cc(C)c(Cl)c(C)c2)N2CCCCC2)cc1 (configuration not stated)
-19	-0.1	2	-2	4	55	4	19	-2	3	O=C(NCCc1ccccc1)c1cc2ccccc2oc1=O
-5	-0.5	13	-2	-2	-14	-15	5	·	·	Cc1ccc(C(=O)NCC(=O)OCC(=O)c2c(N)n(C)c(=O)n(C)c2=O)cc1C
-10	-0.1	2	·	2	·	-16	10	·	-7	COc1ccc(CCNC(=O)Cc2cc(=O)[nH]c(=O)[nH]2)cc1OC

Bioassay records deposited in PubChem by Broad Institute.
